LYP phosphatase: inhibitors of LYP phosphatase, biochemical, fluorescence intensity, uHTS (AID 1779). recombinant LYP phosphatase, fluorescence intensity; higher % means a stronger effect. 290,000 tested, 0.054% active. one-dose inhibition, % at 11.5 µM; IC50 in µM for titrated hits; in the data active means inhibition above about 50%;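 further: plate controls were vehicle with enzyme for no effect and no enzyme for full effect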
NS5 inhibitors: Dengue-2 NS5 methyltransferase inhibitors, primary screen, biochemical, confirmation dose response (AID 588689). Dengue-2 NS5 methyltransferase capping enzyme assay, biochemical; higher % means a stronger effect. inhibition, % at 25 µM, or IC50 in µM where a hit was titrated. 340,000 tested, 0.3% active; in the data active means a potency from the dose series; inconclusive means inhibition above about 29% without an active follow-up result
SV40 large T antigen: SV40 large T antigen inhibitors, biochemical (AID 1903). SV40 large T antigen ATPase/helicase inhibition assay; higher % means a stronger effect. inhibition, % at 20 µM; hits with a dose series show IC50 in µM. 310,000 tested, 0.39% active; in the data active means a potency from the dose series; inconclusive means inhibition mostly from about 32% at the one dose, without a potency; inactive means the rest, 99 in 100 with inhibition below about 32%; further: strong numbers were not always called active
RSV CPE inhibition: RSV antiviral activity via CPE protection, HEp-2 cells, primary 10 µM value included (AID 2391); 310,000 tested, 0.13% active; HEp-2 cells, RSV-induced CPE inhibition; higher % means a stronger effect; CPE inhibition, % at 10 µM; hits with a dose series show IC50 in µM; in the data active means a potency from the dose series; inconclusive means CPE inhibition mostly from about 23% at the one dose, without a potency; inactive means the rest, 99 in 100 with CPE inhibition below about 21%; further: strong numbers were not always called active
AID2073: inhibitors of Mint1-CaV2.2 protein interaction, biochemical, HTRF (AID 2073); HTRF protein-protein interaction, Mint1-CaV2.2; higher % means a stronger effect; inhibition, % at 20 µM, or IC50 in µM where a hit was titrated; 290,000 tested, 0.19% active; in the data active means inhibition mostly above about 51%, no sharp cut-off; inconclusive means no clear call, values can overlap the other calls; inactive means mostly below about 53%; further: some results filed as inactive read as strong as hits
Rac1 GTP hydrolysis: MgcRacGAP GTPase-activating activity inhibitors, confirmation, biochemical, ADP Hunter fluorescence; MgcRacGAP-stimulated Rac1 GTP hydrolysis, ADP Hunter fluorescence; higher % means a stronger effect; GST-tagged Rac1 F28L mutant substrate; 340,000 tested, 0.6% active; one-dose inhibition, % at 30 µM; IC50 in µM for titrated hits; AID 624330, 2012;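 active means first-screen hits whose inhibition reached a set limit at any dose in the follow-up dose series; inconclusive means inhibition above the set first-screen limit but never retested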;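 further: fluorescence reports GDP produced by GAP-driven GTP hydrolysis; strong numbers were not always called active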
XIAP displacement: XIAP antagonists, biochemical, IAP family, fluorescence polarization (AID 1018) | one-dose displacement, % at 20 µM; IC50 in µM for titrated hits | E3 ubiquitin-protein ligase XIAP (Homo sapiens) | XIAP BIR domain, fluorescence polarization peptide displacement; higher % means a stronger effect | 200,000 tested, 0.007% active; in the data active means displacement above about 50%; further: a part of the inactive calls stands beside numbers as strong as those of hits
HIV fusion peptide: inhibitors of HIV fusion peptide binding, primary screen, biochemical, uHTS, fluorescence dequenching (AID 1986) | 290,000 tested, 0.3% active | inhibition, % at 20 µM; hits with a dose series show IC50 in µM | cell-free peptide binding, fluorescence dequenching, 30 min; higher % means a stronger effect; in the data active means inhibition mostly above about 52%, no sharp cut-off; inactive means mostly below about 76%; further: some results filed as inactive read as strong as hits
Siah-1 displacement: Siah-1 peptide-binding antagonists, primary screen, biochemical, fluorescence polarization, rhodamine-plectin, uHTS (AID 1817). E3 ubiquitin-protein ligase SIAH1 (Homo sapiens). 290,000 tested, 0.02% active. one-dose displacement, % at 20 µM; IC50 in µM for titrated hits. Siah-1 / rhodamine-plectin peptide fluorescence polarization; higher % means a stronger effect;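 active means displacement of at least 50% at 20 µM, with a fluorescence ratio check between 0.3 and a set limit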;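 further: plate controls were Siah plus tracer with DMSO for no effect and tracer alone without Siah for full effect; strong numbers were not always called active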
NS5 inhibitors pilot replicate: further read-out of NS5 inhibitors, marked with its call; inhibition, %; measured here: pilot screen replicate inhibition
Numbers without * were called inactive; ? = inconclusive; . = no result given.

SMILES | LYP phosphatase | NS5 inhibitors | SV40 large T antigen | RSV CPE inhibition | AID2073 | Rac1 GTP hydrolysis | XIAP displacement | HIV fusion peptide | Siah-1 displacement | others
COC(=O)CCCC1=CC2=C(c3ccccc3)C(=O)C(C)(OC(=O)C3CCCC3)C(=O)C2=CN1CCc1ccccn1 (stereo not drawn) | -3% | 17% | 10% | 0.8% | -14% | 6% | . | 0.0% | 5%
Cc1ccc(NC(=S)NCCc2ccccc2)nc1 | -2% | -9% | 3% | -1.4% | 31% | -4% | -3.5% | -1.0% | 5%
CC1(C)Cc2ccccc2C(NNC(=O)c2ccc(Br)o2)=N1 | -3% | -4% | 15% | 0.0% | 5% | 0% | . | -0.6% | -4%
Cc1ccc2c(C)nc(Nc3nc(CSc4nnnn4-c4ccccc4)cc(=O)[nH]3)nc2c1 | 8% | -1% | 10% | 3.7% | 18% | 1% | -7.7% | -1.7% | -3%
CC(C)Nc1ncnc2ccc(Br)cc12 | -7% | -4% | 0% | 0.5% | 13% | 6% | 3.0% | -1.0% | 1%
O=C(Oc1cccc2cccnc12)c1cccc([N+](=O)[O-])c1 | -10% | 1% | 8% | -0.8% | 2% | 2% | -5.9% | 14% | 20%
COc1ccccc1NC(=O)C/C(C)=N/NC(=O)COc1c(Br)cc(Br)cc1OC | -2% | 0% | 9% | -0.7% | 1% | 4% | 1.6% | -1.4% | 2%
COc1cc(OC)c(C2CC(=O)N3CN(c4ccccc4C)CSC3=C2C#N)cc1OC (stereo not drawn) | 2% | . | 55µM* | 2.5% | 73%* | . | -11% | 18% | 2%
COc1ccc(C(=O)N/C(=C\c2cn(S(=O)(=O)N(C)C)c3ccccc23)C(=O)N2CCN(C)CC2)cc1 | -5% | -1% | 7% | 0.0% | 0% | 16% | . | 0.8% | 2%
Cc1ccc(-c2csc3nc4cc(C(N)=O)ccc4c(=O)n23)cc1 | -4% | -10% | 7% | 0.7% | 27% | 3% | . | -0.5% | 12%
CNCCCNC(=O)c1ccc(/C=N/O)nc1 | -8% | 7% | 8% | 0.1% | -3% | -1% | 0.0% | -0.7% | -1%
CCOc1ccc(NC(=O)CN2CC(c3ccccc3)CC2=O)cc1 (stereo not drawn) | -6% | 3% | -4% | 2.9% | -5% | 2% | -3.4% | 0.4% | 5%
CN1/C(=N\O)c2cccc3cccc1c23 | -2% | 2% | 26% | 25% | -5% | 25µM* | -2.6% | -1.6% | 2%
CCCCN1C(=O)C(O)(CC(=O)c2ccccc2OC)c2ccccc21 (stereo not drawn) | 0% | -4% | -9% | -0.5% | -2% | -9% | -7.7% | 0.7% | 1%
O=C(Nc1ccccc1O)c1cc2cc(Br)ccc2oc1=O | -4% | 1% | -9% | 2.3% | 20% | 10% | . | -3.4% | -12%

Quoted at random: 3 entries already listed.
SMILES | LYP phosphatase | NS5 inhibitors | SV40 large T antigen | RSV CPE inhibition | AID2073 | Rac1 GTP hydrolysis | XIAP displacement | HIV fusion peptide | Siah-1 displacement | others
CCOc1ccc(NC(=O)CN2CC(c3ccccc3)CC2=O)cc1 (stereo not drawn) | -6% | 3% | -4% | 2.9% | -5% | 2% | -3.4% | 0.4% | 5%
O=C(Nc1ccccc1O)c1cc2cc(Br)ccc2oc1=O | -4% | 1% | -9% | 2.3% | 20% | 10% | . | -3.4% | -12%
COc1ccccc1NC(=O)C/C(C)=N/NC(=O)COc1c(Br)cc(Br)cc1OC | -2% | 0% | 9% | -0.7% | 1% | 4% | 1.6% | -1.4% | 2%

Continuation.
SMILES | LYP phosphatase | NS5 inhibitors | SV40 large T antigen | RSV CPE inhibition | AID2073 | Rac1 GTP hydrolysis | XIAP displacement | HIV fusion peptide | Siah-1 displacement | others
CS(=O)(=O)N1CCN(C(=O)c2cc(-c3ccccc3)nc3ccccc23)CC1 | -4% | -2% | 10% | 0.3% | 6% | 2% | -3.3% | 3.8% | 1%
CCOC(=O)C1(Cc2ccc(OC)cc2)CCN(S(C)(=O)=O)CC1 | -6% | -2% | -1% | 0.2% | -11% | 6% | -7.7% | -0.7% | -4%
O=C(NCCCNC(=O)c1cnccn1)c1ccc(Br)cc1 | -8% | -7% | 9% | 0.1% | 3% | -4% | . | 2.0% | -1%
Cc1c(CCC(=O)N2CCC(C(=O)O)CC2)c(=O)oc2cc3oc4c(c3cc12)CCCC4 | -5% | 0% | 8% | 1.0% | 33% | 3% | . | 1.9% | 1%
Cc1ccc(NCc2ccccc2O)c(C)c1 | -35% | -5% | 25% | 0.5% | 27% | ? | 1.0% | -1.7% | 8%
COc1cc(C2Nc3ccc4ncccc4c3C3=C2C(=O)CC(C)(C)C3)cc(OC)c1O (stereo not drawn) | -3% | 8% | 31% | 8.1% | -9% | 12% | -0.3% | 4.9% | 2%
O=CN1CCN(C(=O)COc2ccc(Cl)cc2Br)CC1 | -4% | 3% | 15% | 1.4% | 3% | 6% | -3.0% | -1.9% | 4%
CC(C)OC(=O)CC(=O)CSc1nc2c(cc1C#N)CCCCCC2 | 4% | -2% | 11% | 0.1% | -6% | 4% | -2.0% | 1.5% | 1%
Nc1nc(NCCO)nc(N2CCCCCC2)c1[N+](=O)[O-] | -10% | -7% | 3% | 4.0% | 3% | 7% | . | -1.1% | 3%
CCn1cc(C(=O)OCC(=O)NCc2ccccc2Cl)c(=O)c2ccc(C)nc21 | -1% | 7% | -2% | 1.6% | -3% | 4% | -7.8% | -0.8% | 2%
Cc1ccc(NC(=O)Nc2ccc(Cl)cc2)c(Br)c1 | -3% | -3% | 9% | ? | 1% | 2% | -1.6% | -0.4% | 3%
CCC1CN(C(=O)N2CCC(C(=O)NCc3ccc(F)cc3)CC2)c2ccccc2O1 (stereo not drawn) | -11% | -4% | 12% | 16% | -4% | 15% | . | 0.3% | 1%
O=C(Nc1ccccc1F)Nc1cc(S(=O)(=O)N2CCOCC2)ccc1N1CCCC1 | -5% | -3% | 3% | -2.8% | 18% | 4% | -4.4% | -1.2% | 6%
O=C(O)c1ccc2nc(-c3ccccc3)c(-c3ccccc3)nc2c1 | -5% | -3% | -11% | 0.7% | 10% | 10% | -9.5% | 5.1% | 2%
CCOC(=O)CCNC(=O)N1CCCC(N(C)CCc2ccccc2)C1 (stereo not drawn) | -12% | -6% | 1% | -0.5% | 4% | 6% | . | -0.6% | 2%

A draw from above in order of number of heavy atoms, smallest number first:
SMILES | LYP phosphatase | NS5 inhibitors | SV40 large T antigen | RSV CPE inhibition | AID2073 | Rac1 GTP hydrolysis | XIAP displacement | HIV fusion peptide | Siah-1 displacement | others
O=CN1CCN(C(=O)COc2ccc(Cl)cc2Br)CC1 | -4% | 3% | 15% | 1.4% | 3% | 6% | -3.0% | -1.9% | 4%
CS(=O)(=O)N1CCN(C(=O)c2cc(-c3ccccc3)nc3ccccc23)CC1 | -4% | -2% | 10% | 0.3% | 6% | 2% | -3.3% | 3.8% | 1%
O=C(Nc1ccccc1F)Nc1cc(S(=O)(=O)N2CCOCC2)ccc1N1CCCC1 | -5% | -3% | 3% | -2.8% | 18% | 4% | -4.4% | -1.2% | 6%

More results:
SMILES | LYP phosphatase | NS5 inhibitors | SV40 large T antigen | RSV CPE inhibition | AID2073 | Rac1 GTP hydrolysis | XIAP displacement | HIV fusion peptide | Siah-1 displacement | others
O=c1[nH]c2ccc(Cl)cc2c(-c2ccccc2)c1N1CCN(CCO)CC1 | -2% | -1% | 10% | . | 39% | 10% | -3.3% | -3.7% | 9%
CC1COc2ccccc2N1C(=O)c1cccnc1Cl (stereo not drawn) | -10% | 1% | 9% | 1.5% | -4% | 6% | -5.8% | -0.4% | -5%
Cc1cccc(-c2nc(CN3CCN(C(=O)C4CCCO4)CC3)cs2)c1 (stereo not drawn) | -12% | 4% | -1% | 17% | 10% | 9% | . | -0.1% | 2%
O=C(NCC1CCOCC1)C1CCC(=O)N(Cc2cccc(C(F)(F)F)c2)C1 (stereo not drawn) | -10% | -8% | 10% | 1.5% | ? | 8% | . | -1.8% | 1%
COc1ccccc1CN=Cc1[nH]c2ccc(Br)c(Cl)c2c1O | -6% | -16% | 18% | 5.2% | -5% | 7% | -5.3% | -2.6% | 1%
COc1ccc(OC)c2sc(N(CCCN(C)C)C(=O)CCS(=O)(=O)c3ccccc3)nc12 | . | -36% | 23% | 14% | . | -6% | . | . | .
O=C(C1=C[C@@H](c2ccc(C(F)(F)F)cc2)C[C@@H](OCc2ccc(CO)cc2)O1)N1CCOCC1 | -4% | -2% | 5% | 2.9% | -2% | 7% | -4.3% | 2.3% | -2%
CC1CCCCN1CCNC(=O)CN1C(=O)COc2ccccc21 (stereo not drawn) | -7% | 1% | 4% | -0.6% | -3% | 4% | -14% | -2.3% | 1%
OCC1(Cc2ccc(F)cc2F)CCCN(CCCc2ccccc2)C1 (stereo not drawn) | -5% | -2% | 24% | -0.4% | 2% | -4% | . | 1.6% | 3% | NS5 inhibitors pilot replicate=0.3
CCOc1cc(/C=N/NS(=O)(=O)c2ccccc2)ccc1OS(=O)(=O)c1ccc(C)cc1 | 11% | -9% | 18% | 2.4% | -10% | 3% | -18% | 6.5% | -4%
CCOc1ccc(-c2nc(N)ncc2-c2ccc(OC)cc2)c(O)c1 | 3% | -10% | 6% | 3.6% | ? | 6% | -2.7% | -3.5% | 1%
COc1ccc(-c2c(=O)n(OCc3ccccn3)c3ccccc3[n+]2[O-])cc1OC | 2% | -3% | 3% | 1.0% | 10% | 7% | -8.1% | -1.1% | 0%
CCc1noc(C)c1C(=O)N1CCN(S(=O)(=O)c2cc(C)ccc2C)CC1 | -7% | -6% | 5% | 0.0% | 5% | 2% | . | 0.5% | 1%
N#C/C(=C/c1ccc(CNS(=O)(=O)c2ccccc2)o1)C(N)=O | -5% | -7% | 11% | 0.7% | -1% | 2% | -5.6% | 0.8% | -8%
OCCCc1nc2n(n1)C(c1cccs1)C=C(c1ccc(Br)cc1)N2 (stereo not drawn) | 4% | . | 2% | 11% | 21% | . | -4.5% | 151% | 12%
CCNc1ccc(C(=O)OCC)cc1NC(=O)c1cccc(S(=O)(=O)N(C)c2ccccc2)c1 | 4% | 1% | -2% | ? | 3% | 4% | -13% | -0.4% | -1%
COc1ccc(/C=N/NC(=O)c2ccccc2O)cc1Cn1cc([N+](=O)[O-])cn1 | 6% | -6% | 13% | -1.3% | 19% | 7% | . | -0.4% | -3%
Cc1[nH]n(-c2ccc([N+](=O)[O-])cc2)c(=O)c1C=NCCN1CCN(C(=O)C(C)C)CC1 | 1% | -2% | -1% | -0.7% | -2% | 7% | 0.8% | 0.0% | -3%

Compounds above that have an aryl thioether with sulfur outside any ring, in the order listed:
SMILES | LYP phosphatase | NS5 inhibitors | SV40 large T antigen | RSV CPE inhibition | AID2073 | Rac1 GTP hydrolysis | XIAP displacement | HIV fusion peptide | Siah-1 displacement | others
Cc1ccc2c(C)nc(Nc3nc(CSc4nnnn4-c4ccccc4)cc(=O)[nH]3)nc2c1 | 8% | -1% | 10% | 3.7% | 18% | 1% | -7.7% | -1.7% | -3%
CC(C)OC(=O)CC(=O)CSc1nc2c(cc1C#N)CCCCCC2 | 4% | -2% | 11% | 0.1% | -6% | 4% | -2.0% | 1.5% | 1%

Bioassay records (PubChem BioAssay)
